Compound activity deposited in PubChem BioAssay by National Center for Advancing Translational Sciences (NCATS).
S3 lipid droplet: qHTS Assay for Lipid Storage Modulators in Drosophila S3 Cells. Drosophila S3 cells, BODIPY lipid droplet fluorescence, 18-24 h; cells fed with added oleic acid. Potency in µM for hits, for the others lipid storage change, negative = inhibition, % at the top dose, mostly 46.1 µM. 320,000 compounds, 0.64% hits. AID 2685; active = well fitted inhibition curve with a large enough effect in the signal ratio, with a control signal flat, not every such curve was filed as active; inconclusive = small, poorly fitted or top-dose-only effect, or effect the other way, or a change in a side signal; the % refers to the signal ratio
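Laser-scanning cytometry quantifies lipid droplet accumulation (500–530 nm total intensity; droplet/cell object ratio) in oleic acid-fed (400 uM added) Drosophila S3 cells treated with a concentration series. 20 uM Triacsin C defined 100% inhibition.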
S3 lipid droplet cell count max: second read-out of S3 lipid droplet, no call of its own (marks repeat the call); cell number change, %; measured here: cell count max response;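 cells counted by Cell Tracker Red CMTPX staining in the red channel; peak over a dose series mostly up to 46.1 µM; percent activity relative to internal control wells on each plate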
* hit, by the source's call; i = inactive; ? = inconclusive; nt = no result given; [ ] = dose if it differs, or a comment. % is scaled to controls: 0 for no effect and ±100 for the full control effect; potency is read from the fitted curve at half-maximal effect. A portion of the library; rates above refer to the full screens.

SMILES	S3 lipid droplet	S3 lipid droplet cell count max
Cc1cc(C)c(S(=O)(=O)NCC(=O)NCc2ccco2)c(C)c1	14%	12
CCOC(=O)c1ccc(NC(=O)CSc2nnc(-c3cccs3)n2CC)cc1	?	nt
O=C(COc1ccc(Cl)cc1)Nc1ccc2[nH]ncc2c1	?	nt
N#C/C(=C\c1c(N2CCN(c3ccccc3)CC2)nc2ccccn2c1=O)C(N)=O	i	23
CCc1c(C)nc2ncnn2c1Nc1ccc(C(C)=O)cc1	i	nt
CCOC1CCc2c(C)nc(N)nc2S1 (stereo not given)	?	nt
NC(=O)c1ccccc1NS(=O)(=O)Cc1ccc(Cl)cc1	20%	6
CC(=O)NN1C(=O)c2ccccc2NC1c1ccccc1O (stereo not given)	-4%	15
CCCC(=O)C1CCN(Cc2ccccc2)CC1	?	nt
CC(C)C(CCN1C(=O)CCC1=O)C1CCOC(C)(C)C1 (stereo not given)	?	nt
Cc1cc(C(=O)NC2CC2)c2ccccc2n1	?	nt
CCn1c(=O)n(CC)c2cc(S(=O)(=O)N3CCCCC3)c(C)cc21	?	nt
Cc1cccc(N2CCN(C(=O)CCNS(=O)(=O)c3ccc4c(c3)oc(=O)n4C)CC2C)c1 (stereo not given)	i	-5
CN(C(=O)COC(=O)c1ccccc1SCC(=O)N1CCCC1)c1ccccc1	-22%	2
CC(C)C(=O)Nc1cc(S(=O)(=O)Nc2ccc(Cl)cc2)ccc1Cl	-3%	-13
CCOc1cc(C2C(C(=O)c3ccc(C)o3)=C(O)C(=O)N2CCc2ccccc2)ccc1O (stereo not given)	16%	nt
Cc1ccc(N(C(=O)CNC(=O)c2ccco2)C(C(=O)NC2CCCC2)c2ccncc2)cc1 (stereo not given)	i	29
Cn1c(=O)c(C(=O)COc2ccc(F)cc2Cl)c(N)n(Cc2ccccc2)c1=O	?	nt
Cc1nc2nc(-c3ccc(Cl)cc3)[nH]n2c(=O)c1Cc1ccccc1	?	nt
CCn1c(SCC(=O)NCc2ccco2)nc2c1c(=O)n(C)c(=O)n2C	21%	-10
O=C(NC1CC1)C1=C[C@@H](c2ccccc2)C[C@@H](OCc2ccc(CO)cc2)O1	9%	6
Nc1nonc1OCCc1ccccc1	i	nt
Cc1cccc(CCN2C(N(C)C)=NC[C@@H]2CC(C)C)c1	?	nt
Cc1cc(C(F)F)n2ncc(C(=O)NCc3ccc(F)cc3)c2n1	10%	-10
Cc1ccc(-c2nn3c(C)nnc3s2)cc1NC(=O)COc1ccc(Cl)cc1	?	nt
CCOC(=O)C1CCN(C(=O)Cc2c(F)cccc2Cl)CC1	?	nt
COc1ccc(Oc2nc(-c3ccccn3)nc3ccccc23)cc1	-7%	2
COc1ccc([N+](=O)[O-])cc1NC(=O)c1ccc(-n2nc(C)cc2C)cc1	1%	5
Cc1ccc(S(=O)(=O)Nc2ccccc2C(=O)N2CCCCC2)cc1	?	nt
Clc1cccc(NCc2nnc(SCc3ccccc3Cl)o2)c1	?	nt
O=C(N/N=C/c1cn(-c2ccccc2)nc1-c1cc2ccccc2o1)c1ccncc1	7%	-13
O=C(CSc1nc2ccsc2c(=O)n1Cc1ccc(C(=O)O)cc1)NCc1ccco1	22%	-20
CCCCN(C(=O)c1ccc(-c2ccc([N+](=O)[O-])cc2)o1)c1c(N)n(CC(C)C)c(=O)[nH]c1=O	?	nt
O=C(Nc1cc(S(=O)(=O)N2CCCCC2)ccc1O)c1ccccc1NS(=O)(=O)c1ccc(F)c(F)c1	-5%	-5
Cc1ccc2[nH]c(=O)cc(C(=O)OC(C)C)c2c1	1%	10
O=C(O)c1cc(S(=O)(=O)N2CCCCC2)ccc1N1CCCCC1	?	nt
C=CCN(Cc1nc(-c2cc(OC)ccc2OC)oc1C)C1CCS(=O)(=O)C1 (stereo not given)	10%	12
CCc1cccc(NC(=O)CN(C)S(=O)(=O)c2cnc[nH]2)c1	15%	-22
O=C(NC1CCN(C(=S)NCCc2ccccc2)CC1)C1CC1	3%	8
Oc1c(C(c2cccs2)N2CCC3(CC2)OCCO3)sc2ncnn12 (stereo not given)	?	nt
CC(=O)Oc1ccc2c(c1)C(=O)c1ccccc1C2=O	?	nt
CC(C)NS(=O)(=O)c1ccc(Br)c(C(=O)OC(C)C(=O)NC2CCCCC2C)c1 (stereo not given)	27%	nt
O=C(O)CC(NC(=O)C(c1ccccc1)c1ccccc1)c1ccco1 (stereo not given)	1%	-4
CC(C)NC(=O)c1ccc2c(c1)S(=O)(=O)c1ccccc1C2=O	i	nt
O=C(C1COc2ccccc2O1)N1CCN(S(=O)(=O)c2ccccc2)CC1 (stereo not given)	?	nt
CCCCCn1c(=O)c(-c2nc3ccccc3c(=O)[nH]2)c(O)c2ccccc21	i	nt
COc1cccc(OC)c1OCCOc1ccc(C(=O)c2ccccc2)cc1	?	nt
COc1cccc(-c2csc(/C(C#N)=C/Nc3cc4oc5ccccc5c4cc3OC)n2)c1	-1%	14
C=CCC(CC=C)(NC(=O)c1ccccc1C(=O)O)c1ccccc1	?	nt
N#Cc1ccc(COC(=O)c2cc(=O)c3ccccc3o2)cc1	?	nt
O=C(C1=NOC(CNc2ncc(C(F)(F)F)cc2Cl)C1)N1CCOCC1 (stereo not given)	?	nt
Cc1nn(CCC#N)c2nc(C(F)(F)F)[nH]c(=O)c12	?	nt
Cc1cc(N2CCCCC2)nc2ccc(NC(=O)c3ccc(Br)o3)cc12	?	nt
Cc1ccc2nc3n(c(=O)c2c1)-c1cc(Cl)ccc1C(=O)NC3Cc1ccccc1 (stereo not given)	?	nt
CN1CCN(S(=O)(=O)c2cc([N+](=O)[O-])ccc2N2CCCCCC2)CC1	-18%	-37
CC(=O)Nc1ccc(-c2cc(-c3ccc(NC(C)=O)cc3)nc(-c3ccc(NC(C)=O)cc3)n2)cc1	8%	-14
COc1cc(/C=C/c2ccc3cccc(O)c3n2)ccc1O	?	nt
Cc1ccc(C)c(N2CCN(C3CCCCC3NS(=O)(=O)c3ccccc3)CC2)c1 (stereo not given)	?	nt
Cc1ccc(C(C)(C)C)c(SCC(=O)Nc2nnc(C)s2)c1	?	nt
COC(=O)c1ccc(Cl)c(-c2ccc(/C=N/NC(=O)Nc3ccccc3)o2)c1	?	nt
Remaining list, next part:
SMILES	S3 lipid droplet	S3 lipid droplet cell count max
COc1ccc(S(=O)(=O)N2CCSCC2)cc1C(N)=O	-20%	-3
COc1ccc(S(=O)(=O)N2CCN(Cc3ccc4c(c3)OCO4)CC2)cc1	?	nt
CN1C(=O)/C(=C/c2cc3c(cc2Br)OCO3)NC1=S	?	nt
S=C1N(c2ccccc2)CN(CCN2CCOCC2)CN1c1ccccc1	?	nt
O=c1c(Cl)c(Cl)cnn1Cc1nnc(-c2ccccc2Br)o1	-13%	nt
NC(=O)c1cc([N+](=O)[O-])ccc1N1CCCCC1	?	nt
Cc1ccsc1/C=N/NS(=O)(=O)c1ccc([N+](=O)[O-])cc1	?	nt
Clc1nnc2ccc(-c3ccccc3)nn12	?	nt
O=C(OCCN1C(=O)c2cccc3c(N4CCOCC4)ccc(c23)C1=O)c1ccc(Cl)cc1	?	nt
CCOC(=O)C1=C(COC(=O)c2cccnc2Cl)NC(=O)NC1C (stereo not given)	13%[0.0737 µM]	-20
Cc1ccn2c(=O)c(C(=O)NC3CCCCC3C)c(O)nc2c1 (stereo not given)	6%[0.0737 µM]	nt
Cc1ccc2oc(-c3cccc(NC(=O)C4CCCO4)c3)nc2c1 (stereo not given)	?	nt
CC1(C)OC(=O)C(=CNNc2c(Cl)cc(Cl)cc2Cl)C(=O)O1	11%	-12
Cc1nc(SCc2ccc(Br)cc2)[nH]c(=O)c1C	?	nt
CCC(NC(=O)CCc1c(C)c2cc3c(-c4ccccc4)coc3cc2oc1=O)C(=O)O (stereo not given)	1%	nt
CCc1nc(SCc2ccccn2)c2c(=O)n(C)c(=O)n(C)c2n1	13%	14
O=C(CC1NC(=O)NC1=O)Nc1cccc2ccccc12 (stereo not given)	i	-11
Cc1ccc2[nH]c(=O)c(CN(CCO)C(=O)NCc3ccccc3)cc2c1	?	nt
CCCCC(=O)NC(c1cccc([N+](=O)[O-])c1)c1c(OC(C)=O)ccc2ccccc12 (stereo not given)	?	nt
CC1CCCCN1C(=O)COC(=O)C1CCN(S(=O)(=O)c2ccc(Cl)c(C(F)(F)F)c2)CC1 (stereo not given)	?	nt
Cc1cc(-c2ccc(C)c(S(=O)(=O)NCCC(C)N3CCCCCC3)c2)on1 (stereo not given)	-6%	3
Nc1nc(-c2ccc(Cl)cc2)cn1N	3%	1
CCOC(=O)N1CCC(N2Cc3cccc(C(=O)NCc4ccc5c(c4)OCO5)c3C2=O)CC1	?	nt
Cc1ccc(NC(=O)Cn2cc3c(n2)CCC(C)C3)cc1 (stereo not given)	?	nt
CC(C)(C)C(=O)C(CO)(Oc1ccc(Cl)cc1)n1cncn1 (stereo not given)	15%	-5
COc1cc(C2NC(=O)c3ccccc3O2)cc(OC)c1OC (stereo not given)	?	nt
CC(=O)N=c1sc(S(N)(=O)=O)nn1C	-23%	19
C/C(=N/NC(=O)CNC(=O)c1cccnc1)c1ccc(Cl)c(Cl)c1	?	nt
CSc1nsc(SC)c1NC(=O)Nc1ccccc1C	-9%	25
COc1ccccc1Nc1nc2ccc(C)cc2cc1C#N	?	nt
O=C(NCC1COc2ccccc2O1)Nc1ccccc1F (stereo not given)	i	12
CN(C(=O)c1ccccc1NC(=O)C(F)(F)F)c1ccccc1	?	nt
CN1CCCN(Cc2ccccc2C(F)(F)F)CC1	?	nt
O=C(N/N=C/c1cccnc1)c1cccc(Cl)c1	19%	14
Cc1ccc(C(=O)N/C(=C\c2cccs2)c2nc3ccccc3[nH]2)cc1	-18%	5
Cc1snc(S(=O)(=O)Cc2ccccc2Cl)c1C#N	?	nt
Cc1cc(C)n(/C(=C\N(C)C)C(=O)c2cccc([N+](=O)[O-])c2)n1	-1%	20
N#C/C(=C\c1ccc(N2CCOCC2)o1)C(=O)Nc1ccc(O)cc1	-28%	-3
COc1ccc(CNC(=O)C2CC(c3cc(C(F)(F)F)cc(C(F)(F)F)c3)=NO2)cc1 (stereo not given)	11%	10
Cc1ccc(C)c(NS(=O)(=O)c2c(C)[nH]c(C)c2C(=O)N2CCCCC2)c1	i	-13
CCSc1nc2c(c(=O)[nH]c(=O)n2C)n1CC(O)COc1ccccc1C (stereo not given)	i	-1
Cc1ncc([N+](=O)[O-])n1CC(=O)Nc1ccc2c(c1)OCO2	?	nt
OC(COCc1ccc2c(c1)OCO2)CN1CCN(Cc2ccccc2)CC1 (stereo not given)	?	nt
Cc1ccc(SCC(=O)OCC(=O)N(CC(C)C)C2CCS(=O)(=O)C2)cc1C (stereo not given)	?	nt
CC1=C(C(=O)OCCOc2ccccc2)C(c2ccsc2)NC(=O)N1C (stereo not given)	7%	-2
COc1ccc(C(c2nnnn2Cc2ccccc2)N2CCN(c3nc4ccccc4s3)CC2)cc1 (stereo not given)	?	nt
COc1ccccc1CNC(=O)COC(=O)CNS(=O)(=O)c1ccc(C)cc1	?	nt
Cn1ccnc1SCC(=O)c1ccc2ccccc2c1	29%	nt
CC1(c2nnc(-c3ccc(Cl)cc3)o2)CC(c2cccc(Cl)c2)=NO1 (stereo not given)	?	nt
C=CCc1cccc2cc(C(=O)OCC)c(=O)oc12	?	nt
COc1ccc(Cl)cc1N1C(=NC(=O)C2CCCO2)SC2CS(=O)(=O)CC21 (stereo not given)	i	-14
CC(C(=O)NC1CCCC1)N1CCN(S(=O)(=O)c2ccccc2Cl)CC1 (stereo not given)	10%	5
Cc1ccccc1N=Cc1cccc(O)c1O	-16%	-5
CCCCOC(=O)c1ccc(NC(=O)c2cc(Cl)c(Cl)cc2C(=O)O)cc1	6%	11
COc1ccc(/C=N/NC(=O)CCN2CCN(c3ccccc3)CC2)c(OC)c1OC	9%	0
Fc1ccc(OCCCCN2CCOCC2)cc1	-6%	10
CC(=O)OC(COc1ccccc1)Cn1cnc2ccccc21 (stereo not given)	-2%	-7

Not a retest: 14 of the compounds above.
SMILES	S3 lipid droplet	S3 lipid droplet cell count max
Cc1cc(C)c(S(=O)(=O)NCC(=O)NCc2ccco2)c(C)c1	14%	12
CCOC(=O)c1ccc(NC(=O)CSc2nnc(-c3cccs3)n2CC)cc1	?	nt
O=C(COc1ccc(Cl)cc1)Nc1ccc2[nH]ncc2c1	?	nt
N#C/C(=C\c1c(N2CCN(c3ccccc3)CC2)nc2ccccn2c1=O)C(N)=O	i	23
CCc1c(C)nc2ncnn2c1Nc1ccc(C(C)=O)cc1	i	nt
CCOC1CCc2c(C)nc(N)nc2S1 (stereo not given)	?	nt
NC(=O)c1ccccc1NS(=O)(=O)Cc1ccc(Cl)cc1	20%	6
CC(=O)NN1C(=O)c2ccccc2NC1c1ccccc1O (stereo not given)	-4%	15
CCCC(=O)C1CCN(Cc2ccccc2)CC1	?	nt
CC(C)C(CCN1C(=O)CCC1=O)C1CCOC(C)(C)C1 (stereo not given)	?	nt
Cc1cc(C(=O)NC2CC2)c2ccccc2n1	?	nt
CCn1c(=O)n(CC)c2cc(S(=O)(=O)N3CCCCC3)c(C)cc21	?	nt
Cc1cccc(N2CCN(C(=O)CCNS(=O)(=O)c3ccc4c(c3)oc(=O)n4C)CC2C)c1 (stereo not given)	i	-5
CN(C(=O)COC(=O)c1ccccc1SCC(=O)N1CCCC1)c1ccccc1	-22%	2

One compound at a time, from the list above. Values in the order: S3 lipid droplet | S3 lipid droplet cell count max
`Cc1ccc2nc3n(c(=O)c2c1)-c1cc(Cl)ccc1C(=O)NC3Cc1ccccc1` (stereo not given) is listed with ? | nt
`CC(=O)OC(COc1ccccc1)Cn1cnc2ccccc21` (stereo not given) is listed with -2% | -7
